# KLK7 zymogen act = proKLK7 zymogen activators, primary screen, biochemical, fluorescence intensity; 370,000 compounds, 0.9% hits; AID 652039, 2013; purified proKLK7, EDANS-DABCYL substrate fluorescence; 100% is mature enzyme control, 0% vehicle; activation, % at 7 µM;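 active = activation above the mean of all tested compounds plus 3 SD, computed per campaign excluding outliers beyond control limits, cut at about 13% in these data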
# ADAM17 inh = ADAM17 inhibitors, primary screen, biochemical, QFRET; 370,000 compounds, 0.83% hits; recombinant ADAM17, EDANS/DABCYL FRET peptide cleavage; inhibition, % at 6.95 µM; AID 720648, 2013; Disintegrin and metalloproteinase domain-containing protein 17 (Homo sapiens), P78536;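 active = inhibition above the mean of compounds lying between control limits plus 3 SD, set per campaign, cut at about 8.5% in these data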;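 note: 0% = DMSO-only wells as the low control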
# Target sequence (P78536 215-824 limits assumed): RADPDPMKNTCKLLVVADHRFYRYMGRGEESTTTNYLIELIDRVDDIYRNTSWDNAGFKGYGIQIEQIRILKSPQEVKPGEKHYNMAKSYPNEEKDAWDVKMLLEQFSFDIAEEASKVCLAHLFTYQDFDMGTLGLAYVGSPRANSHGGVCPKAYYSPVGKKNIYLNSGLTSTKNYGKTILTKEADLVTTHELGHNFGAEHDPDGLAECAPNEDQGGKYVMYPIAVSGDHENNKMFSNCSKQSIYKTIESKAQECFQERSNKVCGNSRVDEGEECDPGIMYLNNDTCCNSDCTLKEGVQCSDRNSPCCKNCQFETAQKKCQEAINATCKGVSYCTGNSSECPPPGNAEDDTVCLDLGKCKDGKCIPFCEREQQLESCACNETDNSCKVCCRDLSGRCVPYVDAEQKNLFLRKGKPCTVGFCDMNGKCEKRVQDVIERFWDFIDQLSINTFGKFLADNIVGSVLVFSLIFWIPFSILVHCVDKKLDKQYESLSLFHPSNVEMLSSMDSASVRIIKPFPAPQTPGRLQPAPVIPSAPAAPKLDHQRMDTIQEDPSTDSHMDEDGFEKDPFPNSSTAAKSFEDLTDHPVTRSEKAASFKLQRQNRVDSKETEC
# ARFGAP1 inhibitor = inhibitors of rat ARFGAP1 GAP activity, primary screen, biochemical, fluorescence polarization, GDP tracer | ADP-ribosylation factor GTPase-activating protein 1 (Rattus norvegicus), Q62848 | Arfgap1-stimulated ARF1 GTP hydrolysis, GDP FP detection | inhibition, % at 16.5 µM | 360,000 compounds, 0.26% hits;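 active = inhibition above a per-plate limit, mean inhibition of low control wells plus 3 SD, cut at about 25% in these data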;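 note: 0% = DMSO wells with enzyme and 100% = wells lacking Arfgap1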
#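 System: truncated rat Arfgap1 GAP domain / Medium: HEPES-based buffer, pH 7.5 / Also added: N-terminally truncated human ARF1-GTP substrate / Incubation: enzyme reaction 120 min at 25 °C after 20 min preincubation / Measured by: FP of antibody-bound GDP Alexa 633 tracer, ex 620/em 688 nm / Replicates: singlicate, each compound tested once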
# ADAM10 inh = human ADAM10 inhibitors, primary screen, biochemical, QFRET, HTS; recombinant ADAM10, EDANS/DABCYL FRET peptide cleavage, 3 h; inhibition, % at 7 µM; 370,000 compounds, 0.62% hits; AID 720582, 2013;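 active = inhibition above a per-campaign cutoff equal to the mean of compounds falling between control-based bounds plus 3 SD, cut at about 20% in these data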;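 note: 0% = DMSO wells while the 100% control is not disclosed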
# LEDGF integ inh = blockers of LEDGF/p75-dependent integrase strand transfer – biochemical, TR-FRET, high throughput, primary screen. inhibition, % at 3.7 µM. TR-FRET IN-LEDGF/p75 DNA integration, Eu/Cy5. AID 743269, 2014. 370,000 compounds, 0.64% hits;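 active = inhibition above the screen-wide mean plus 3 SD, cut at about 13% in these data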;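 note: signal is the Cy5 over europium emission ratio at 671 and 618 nm; 0% = plate median of compound wells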
# PLC-gamma1 inh = PLC-gamma1 enzyme inhibitors, primary screen, biochemical, fluorescence, purified enzyme; 1-phosphatidylinositol 4,5-bisphosphate phosphodiesterase gamma-1 (Homo sapiens), P19174; fluorogenic substrate; inhibition, % at 12.2 µM; 370,000 compounds, 0.84% hits; AID 720700, 2013; in the data active = inhibition above about 9.5%
# TDP2 absorb = human TDP2 enzyme inhibitors, primary screen, biochemical, epi absorbance, recombinant enzyme; AID 720702, 2013; inhibition, % at 12.8 µM; T5PNP hydrolysis, p-nitrophenol absorbance 415 nm; Tyrosyl-DNA phosphodiesterase 2 (Homo sapiens), O95551; 370,000 compounds, 0.34% hits;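 active = inhibition above the mean of all tested compounds plus 3 SD, set per campaign, cut at about 25% in these data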;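 note: 0% = DMSO with enzyme and 100% = buffer with substrate but no TDP2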
#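 System: recombinant human TDP2 / Amount: 120 nM TDP2 per well / Also added: 5 mM T5PNP chromogenic substrate / Doses: 12.8 µM single point, 1% DMSO / Incubation: 2 h at 37 °C / Detection: p-Nitrophenol epi absorbance / Evaluation: % inhibition relative to enzyme-containing and enzyme-free wells / Repeats: singlicate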
# ASAP1 GAP inh = inhibitors of human ASAP1 ArfGAP activity, primary screen, biochemical, fluorescence polarization | Arf-GAP with SH3 domain, ANK repeat and PH domain-containing protein 1 (Homo sapiens), … | 360,000 compounds, 0.19% hits | inhibition, % at 16.5 µM | ASAP1-stimulated ARF1 GTP hydrolysis, GDP FP detection | AID 624377, 2012; in the data active = inhibition above about 25%;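 note: 0% = vehicle with enzyme and substrate and 100% = no enzyme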
# Target sequence (Q9ULH1 325-724 limits assumed): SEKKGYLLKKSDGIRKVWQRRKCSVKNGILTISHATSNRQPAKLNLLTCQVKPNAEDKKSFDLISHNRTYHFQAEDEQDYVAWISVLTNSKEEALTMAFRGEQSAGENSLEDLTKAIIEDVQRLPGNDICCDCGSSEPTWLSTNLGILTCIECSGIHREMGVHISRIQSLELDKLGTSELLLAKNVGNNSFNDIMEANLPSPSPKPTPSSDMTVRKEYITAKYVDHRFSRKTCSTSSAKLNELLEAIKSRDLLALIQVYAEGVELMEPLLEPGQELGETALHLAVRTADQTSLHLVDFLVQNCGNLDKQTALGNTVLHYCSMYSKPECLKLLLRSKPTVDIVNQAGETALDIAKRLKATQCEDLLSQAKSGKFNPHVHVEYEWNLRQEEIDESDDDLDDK
# DDE Tn7 FP inh = inhibitors of Tn7 peptide binding to fibrin DD(E), primary screen, biochemical, fluorescence polarization, human fibrin, Tn7 probe. Fibrinogen beta chain (Homo sapiens), P02675. FP displacement of FITC-Tn7 peptide from fibrin DD(E); 0% = median of compound wells per plate. inhibition, % at 8.3 µM. 370,000 compounds, 0.13% hits. AID 720508, 2013;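 active = inhibition above the mean of compounds falling within the control limits plus 3 SD of them, cut at about 14% in these data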;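 note: 0% = plate median of compound wells and 100% = 10 µM Aha-Tn7 peptide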
#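 assay system = human clot-derived fibrin DD(E) complex | quantity = Fibrin-DD(E) at 2 µM final | timing = 10 min preincubation, 3 h with tracer, room temperature | signal = fluorescence polarization | measure = percent inhibition | benchmarks = high control wells with 10 µM unlabelled Aha-Tn7 peptide (full inhibition) | replicates = singlicate testing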
# Tn6 DDE FP = inhibitors of Tn6 peptide binding to fibrin DD(E), primary screen, biochemical, fluorescence polarization, human fibrin, Tn6 probe; Fibrinogen beta chain (Homo sapiens), P02675; Fibrin DD(E) TRITC-Tn6 fluorescence polarization displacement; inhibition, % at 8.3 µM; 370,000 compounds, 0.21% hits; AID 720509, 2013;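 active = inhibition above a per-campaign cutoff: mean of compounds within control limits plus 3 SD, cut at about 15% in these data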;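 note: 0% = median of all compound wells on the plate and 100% = blocking peptide control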
# * hit, by the source's call.
canonical_smiles,KLK7 zymogen act,ADAM17 inh,ARFGAP1 inhibitor,ADAM10 inh,LEDGF integ inh,PLC-gamma1 inh,TDP2 absorb,ASAP1 GAP inh,DDE Tn7 FP inh,Tn6 DDE FP
CC(C)(C)N1CC(C(=O)c2ccccc2)C1c1ccccc1 (stereo not given),-0.4,1,12,6,12,2,-7,5,-2,-6
Cc1cnn(C2CCN(C)CC2)c1N,0.2,-1,-5,1,-2,1,2,-17,7,12
Cc1ccc2nc(N3CCC(C(=O)N4CCC5(CC4)OCCO5)CC3)sc2c1,0.6,-1,-3,10,-1,6,-12,4,2,-7
COc1ccc(-n2nnnc2C(c2ccccc2OC(F)(F)F)N2CCC3(CC2)C(=O)NCN3c2ccccc2)cc1 (stereo not given),-0.7,9.4*,3,25*,0,2,-5,-2,3,-6
O=C1C2CCCN2C(c2cccnc2)N1c1ccc(Cl)c(Cl)c1 (stereo not given),-0.2,-6,-10,-8,1,-1,11,2,-3,-5
O=C1NC(=O)C(=Cc2ccco2)C(=O)N1,0.3,-6,6,-11,8,0,9,-10,-5,1
CCC1(CCc2ccncc2)C(=O)NC(=O)NC1=O,0.0,-5,9,-1,-1,-1,5,8,-8,0
C=CCn1c(O)c(C(C)=Nc2ccc3c(c2)CCC3)c(=O)[nH]c1=O,0.6,-2,-4,4,1,-4,8,1,0,0
Cn1c(N)c(C(=O)COC(=O)Cc2ccccc2)c(=O)n(C)c1=O,0.1,2,-1,-14,5,4,-8,-6,-8,-2
COC(=O)C(O)(c1ccc(NC(=O)c2cccs2)c(C)c1)C(F)(F)F (stereo not given),0.2,-3,9,3,-5,-2,-7,5,4,-5
COc1cc(C2NCc3ccccc3-n3cccc32)ccc1O (stereo not given),0.1,-1,1,6,-2,-1,2,8,2,-3
CCOc1ccc2[nH]c(=O)c(CN(CCO)C3(c4nnnn4C4CCCCC4)CCCCC3)cc2c1,-0.1,-3,-5,-7,2,-6,5,-1,2,1
O=P(Nc1ccccc1)(Nc1ccccc1)Oc1ccccc1,-0.7,3,-3,1,-1,3,1,-4,-3,1
O=C(c1ccccc1)C1NC1c1ccccc1 (stereo not given),0.6,-4,3,0,0,-4,5,-2,-3,3
Cc1cccc(OCC(=O)N2CCN(Cc3ccncc3)CC2)c1,-0.5,11*,-5,5,8,13*,-2,-1,-2,-6
O=C(O)c1ccc(N=Cc2c(O)n(Cc3ccc(F)cc3)c(=O)[nH]c2=O)cc1,-0.1,-2,-2,3,3,-4,9,9,2,-5
Cc1c(C(=O)C(=O)N2CCOCC2)c2ccccc2n1Cc1ccccc1,0.2,2,8,0,6,-1,23,-5,-3,-7
O=c1c2ccccc2nc(-c2ccccc2)n1-c1ccccc1,0.5,1,-4,0,2,0,8,0,1,0
C[C@@H]1CN([C@H](C)CO)C(=O)CCCn2nncc2CO[C@H]1CN(C)C(=O)Oc1ccccc1,-0.2,2,7,4,9,1,-7,-8,-6,0
Cc1cccc(CN2CCCC(C(=O)c3cccc(OC(C)C)c3)C2)n1 (stereo not given),2.1,-3,-6,-6,4,-3,-5,2,3,5
N#CC(c1cccnc1)N1CCOCC1 (stereo not given),-0.3,-4,6,-8,-1,1,2,-4,0,-1
CCN1CCC(O)(c2ccccc2)C(C(=O)c2ccccc2)C1 (stereo not given),0.2,1,14,-4,-2,1,-7,1,2,-6
COc1ccccc1CCNCc1cc2c(cc1[N+](=O)[O-])OCO2,0.1,-5,2,-5,-2,-3,3,2,3,-2
COC(=O)[C@H]1C[C@@H]1[C@H](NP(=O)(c1ccccc1)c1ccccc1)c1ccccc1,0.2,-5,1,-7,5,-1,5,0,-12,-3
C=CCCC1(C2=CCCCC2)C(=O)NC(=O)NC1=O,-0.2,-5,-2,-5,1,-3,2,-7,-11,-2
Cc1sc(-n2c(C)cc(C=C3C(=O)NC(=O)NC3=O)c2C)c(C#N)c1C,-0.7,-1,5,-3,1,-6,-8,9,-5,-3
CN1CN(c2ccccc2)C2(CCN(CCCSc3ccccc3NC(=O)/C=C/c3ccccc3)CC2)C1=O,0.2,14*,6,8,4,-47,-21,14,-6,-17
C[C@]12CCC3C(CC[C@H]4[C@@H](O)[C@H](O)CC[C@]34C)C1CCC2=O (stereo not given in full),-0.4,-6,5,-2,1,-2,-5,13,5,-4
CC(C)(C)[C@]1(O)C[C@@H]2OC(=O)C[C@@]23C(=O)O[C@@H]2OC(=O)[C@H](O)[C@]213,-0.5,2,9,-3,3,2,0,14,-6,9
CC(=O)NCC1=C(c2cccc3ccccc23)C[C@@H]2CC[C@H]1N2Cc1ccco1,-0.7,-4,-9,-20,-1,2,-1,2,1,-1

# Laid out differently: entries from further up.
Cc1cccc(CN2CCCC(C(=O)c3cccc(OC(C)C)c3)C2)n1 (stereo not given)
  KLK7 zymogen act: 2.1; ADAM17 inh: -3; ARFGAP1 inhibitor: -6; ADAM10 inh: -6; LEDGF integ inh: 4; PLC-gamma1 inh: -3; TDP2 absorb: -5; ASAP1 GAP inh: 2; DDE Tn7 FP inh: 3; Tn6 DDE FP: 5
N#CC(c1cccnc1)N1CCOCC1 (stereo not given)
  KLK7 zymogen act: -0.3; ADAM17 inh: -4; ARFGAP1 inhibitor: 6; ADAM10 inh: -8; LEDGF integ inh: -1; PLC-gamma1 inh: 1; TDP2 absorb: 2; ASAP1 GAP inh: -4; DDE Tn7 FP inh: 0; Tn6 DDE FP: -1

# Remaining list, next part.
canonical_smiles,KLK7 zymogen act,ADAM17 inh,ARFGAP1 inhibitor,ADAM10 inh,LEDGF integ inh,PLC-gamma1 inh,TDP2 absorb,ASAP1 GAP inh,DDE Tn7 FP inh,Tn6 DDE FP
O=c1c2ccccc2nc(/C=C/c2ccc(O)cc2)n1-c1cccc(O)c1,214*,-77,20,-196,4,-356,6,14,-1,-6
C[C@@H]1CN([C@@H](C)CO)C(=O)CCCn2nncc2CO[C@H]1CN(C)C(=O)Oc1ccc2ccccc2c1,0.4,-5,-1,-4,1,-1,4,10,-3,-4
Fc1cccc(-c2ccc3c(c2)CN(c2cccc(Cl)c2)Cc2cnnn2-3)c1,-0.1,-3,8,3,34*,0,5,-7,5,-3
O=C1CN=C(c2ccccc2)c2ccccc2N1,0.0,-5,1,7,1,4,-11,-8,-1,7
CN1CCN(c2ncnc3ccc(Br)cc23)CC1,0.2,-1,11,-11,2,3,0,2,-1,0
CC(C)(C)C(=O)N1Cc2cc(N3CCCCC3)ccc2-n2nncc2C1,0.4,-4,6,-6,-7,-3,1,0,-1,-1
COc1ccc(C(C)=O)cc1CC(C(=O)c1ccc(C)cc1)N(C)C (stereo not given),0.8,0,6,5,-1,-1,11,9,2,-8
O=C1NC(=O)N(CCc2ccc(F)cc2)C(=O)/C1=C/c1cccs1,-0.7,-10,1,-13,-2,-3,0,-5,3,-8
COc1cccc(CN2CC=C(c3ccc(F)cc3)CC2)c1,0.2,1,-12,8,8,6,-11,-2,1,-2
CCCCC1(CCO)C(=O)NC(=S)NC1=O,-0.4,-3,0,-1,0,0,10,10,2,-1
CC(=O)N1CN2CN(C(C)=O)CC(C(=O)c3ccccc3)(C2)C1,0.7,0,-6,5,-1,-1,8,7,4,1
Nc1ccccc1C(=O)OCC(=O)c1ccc2c(c1)OCCO2,1.6,-8,-8,-20,-1,-6,5,2,-1,-3
COc1cc2c(cc1OC)C1C(=O)c3ccc4c(c3OC1CO2)CC(C(C)C)O4 (stereo not given),0.4,-4,-11,-11,-2,-7,0,11,4,6
O=C1CN=C(c2ccccc2)c2cc(Cl)ccc2N1,1.1,-3,1,-11,-2,-1,3,-2,2,1
O=C1NCN(c2ccccc2)C12CCN(C(c1cc3ccccc3o1)c1nnnn1C1CCCCC1)CC2 (stereo not given),0.2,-1,10,-3,-2,3,5,-5,11,0
CN1OC[C@@H]2CN[C@H](c3ccccc3Br)C[C@@H]21,0.8,-5,8,-10,3,-2,3,9,8,2
CCN(CC)C(=O)c1ccc(NC(=O)c2sccc2-c2ccccc2)cc1,0.3,1,2,0,3,3,-14,8,-2,8
N=C1c2ccccc2CN1NC(=O)C1CC1,0.1,-1,0,0,-1,1,0,2,-7,4
COCCN(C(=O)COC(=O)Cc1ccccc1)c1c(N)n(Cc2ccccc2)c(=O)[nH]c1=O,0.6,-1,-8,-3,0,-5,-2,-10,-1,3
O=C(CCN1CC2CCC(CC2)C1)c1cccs1,0.5,0,-15,-2,0,2,6,-4,1,2
CCOc1ccc(Br)c(C2(O)CC(C)N(C)CC2C)c1 (stereo not given),-0.4,-6,13,3,0,-2,0,4,4,-3
CCOC(=O)C(O)(c1ccc(NC(=O)c2ccc(Cl)c(Cl)c2)cc1)C(F)(F)F (stereo not given),0.5,8,8,18,2,-1,8,12,1,0
CCN1CCN(c2ccc(NC(C)=O)cc2Cl)CC1,0.1,1,18,6,1,2,-7,7,-6,-4
CC1C=CCCC12C(=O)NC(=O)NC2=O (stereo not given),0.5,-2,-3,-4,5,0,-9,7,-5,1
O/N=C/c1c[nH]c2ccccc12,0.1,-1,4,13,0,5,-5,6,3,2
CC(=NCCC1=CCCCC1)c1c(O)n(-c2ccccc2)c(=O)[nH]c1=O,-0.3,-5,-9,-10,1,1,3,-7,-1,-9
Cc1ccc(N2C(=O)CC(=O)NC2=O)cc1,-0.4,-2,5,0,5,-8,20,6,-3,1
C1CCC(NC2CCCCC2)CC1,-0.9,-9,10,-14,-1,0,-4,11,5,-9
CC(C)c1ccc(-n2c(O)c(C=NCCN3CCNCC3)c(=O)[nH]c2=S)cc1,0.6,-4,6,-1,3,1,7,12,2,5

# From PubChem

# Some of the compounds tested (hit frequency here may not be typical).
